TRPC4 act – activators of mouse TRPC4 channel, primary screen, Fluo4 calcium, HEK293 TRPC4beta/mu-opioid cells; Short transient receptor potential channel 4 (Mus musculus), Q9QUQ5; Fluo4 calcium fluorescence; hits give high values; B-score at 10 µM; hit rate 0.49% among 310,000; AID 2237, 2010;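 active = B-score above 5 SD of library B-scores, and initial fluorescence ratio not above library mean plus 5 SD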;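 note: positive B-score marks a calcium rise read as TRPC4 activation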
Target sequence (Q9QUQ5 whole entry, looked up): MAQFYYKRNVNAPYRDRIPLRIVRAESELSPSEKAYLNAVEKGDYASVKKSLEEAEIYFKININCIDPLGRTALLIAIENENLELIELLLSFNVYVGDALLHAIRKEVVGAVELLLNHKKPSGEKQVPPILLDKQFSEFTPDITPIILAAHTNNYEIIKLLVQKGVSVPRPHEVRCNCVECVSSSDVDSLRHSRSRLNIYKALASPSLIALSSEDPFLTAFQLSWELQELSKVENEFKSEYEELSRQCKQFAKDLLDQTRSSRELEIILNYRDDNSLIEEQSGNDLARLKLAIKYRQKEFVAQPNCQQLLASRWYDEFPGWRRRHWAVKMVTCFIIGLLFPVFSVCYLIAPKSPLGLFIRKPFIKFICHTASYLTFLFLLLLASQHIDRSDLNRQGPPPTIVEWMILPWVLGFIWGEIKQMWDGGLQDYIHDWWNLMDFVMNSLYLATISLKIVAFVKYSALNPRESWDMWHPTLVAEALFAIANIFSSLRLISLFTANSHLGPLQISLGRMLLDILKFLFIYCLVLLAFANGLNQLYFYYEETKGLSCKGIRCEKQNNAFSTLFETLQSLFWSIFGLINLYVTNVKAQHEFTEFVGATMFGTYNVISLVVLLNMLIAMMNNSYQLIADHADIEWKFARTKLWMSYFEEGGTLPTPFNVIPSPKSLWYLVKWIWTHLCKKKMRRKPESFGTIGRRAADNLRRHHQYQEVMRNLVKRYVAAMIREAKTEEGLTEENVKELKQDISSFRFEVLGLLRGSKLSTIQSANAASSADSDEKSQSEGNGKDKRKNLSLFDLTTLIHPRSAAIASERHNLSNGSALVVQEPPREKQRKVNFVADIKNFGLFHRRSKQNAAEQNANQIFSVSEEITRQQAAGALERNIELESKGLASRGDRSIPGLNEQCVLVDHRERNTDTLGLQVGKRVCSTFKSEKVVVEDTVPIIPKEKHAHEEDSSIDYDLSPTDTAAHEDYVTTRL
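Assay system: HEK293 cells stably co-expressing mouse TRPC4beta and mu-opioid receptor / Timing: Fluo4 dye loading 45 min at room temperature, 110 s recording / Signal: Fluo4 calcium-sensitive dye fluorescence, kinetic, 1 Hz baseline / Read-out: integrated baseline-normalised fluorescence ratio, converted to per-well B score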
ANO1 block – TMEM16A chloride channel inhibitors, primary screen, cell-based, HTS; Anoctamin-1 (Mus musculus), Q8BHY3; HEK293 TMEM16A/YFP iodide influx fluorescence, ionomycin; normalized B-score (activity score, 25-100; higher = stronger inhibition) at 10 µM; hit rate 1.2% among 310,000; AID 588511, 2011;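 active = ratio plate-corrected score three or more library SD toward inhibition, starting fluorescence score within five deviations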;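 note: score derived from kinetic fluorescence span divided by baseline fluorescence per well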
TRPC6 inh – mouse TRPC6 channel inhibitors, primary screen, cell-based, HEK293, membrane potential dye | AID 2553, 2010 | B-score at 10 µM | hit rate 1.1% among 310,000 | ACh-evoked depolarization; hits give low values;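 active = B-score under library mean minus 3 SD, initial fluorescence not abnormally high, positive integrated signal ratio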;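 note: B-score derived from integrated fluorescence ratio over the kinetic read; more negative B-score means stronger inhibition of depolarization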
TRPC4 block – inhibitors of mouse TRPC4 channel, primary screen, Fluo4 calcium, HEK293 TRPC4beta/mu-opioid cells; DAMGO-evoked Fluo4 calcium flux; hits give low values; B-score at 10 µM; hit rate 0.39% among 300,000; AID 2247, 2010;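 active = B-score over 3 SD under the library average, no early fluorescence shift, positive overall ratio signal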
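Test system – stable TRPC4beta/mu-opioid receptor HEK293 cells · Probe or stimulus – DAMGO, a submaximal dose followed by a maximal one · Dosing – one concentration per compound · Signal – Fluo4 calcium fluorescence by kinetic imaging, 5 s 1 Hz baseline · Evaluation – per-well B score of integrated baseline-normalized Fluo4 ratio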
TRPC4 PAM – positive allosteric modulators of TRPC4, primary screen, cell-based, mouse TRPC4beta, HEK293 mu-opioid, Fluo-4 calcium; AID 2227, 2009; B-score at 10 µM; Short transient receptor potential channel 4 (Mus musculus), Q9QUQ5; DAMGO EC20, Fluo-4 Ca2+ flux; hits give high values; hit rate 0.42% among 310,000;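 active = B-score of calcium response area above 5 SD of library B-scores, with initial fluorescence ratio within 5 SD of library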;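 note: B-score of integrated fluorescence ratio over time as area under calcium response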
SKKanGAS inh – S. pyogenes SKKanGAS growth inhibitors in kanamycin, primary screen, streptokinase expression inhibitor project, SKKanGAS strain, BacTiter-Glo luminescence. 6 h. inhibition, % at 7.5 µM. hit rate 1.3% among 300,000;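 active = mean replicate score, as percent of positive control median, at least 50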;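 note: strain carries kanamycin resistance gene driven by streptokinase promoter and grows in 40 µg/ml kanamycin; loss of luminescence reflects streptokinase promoter inhibition or plain growth inhibition; 0% = median of DMSO wells and 100% = positive control at its reference dose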
TRPC6 act – mouse TRPC6 channel activators, primary screen, cell-based, HEK293, membrane potential dye; HEK293-TRPC6 membrane potential dye fluorescence; hits give high values; B-score at 10 µM; Short transient receptor potential channel 6 (Mus musculus), Q61143; hit rate 0.13% among 310,000; AID 2550, 2010;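 active = B-score of the integrated fluorescence ratio above library mean plus 3 SD, and starting fluorescence ratio within library mean plus 5 SD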;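 note: higher score means more depolarization so channel activation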
TMEM16A act – TMEM16A chloride channel activators or potentiators, primary screen, cell-based, HTS; hit rate 0.3% among 340,000; B-score at 10 µM; HEK293 TMEM16A/YFP-H148Q/I152L, iodide quench fluorescence; hits give low values; AID 623877, 2012; Anoctamin-1 (Mus musculus), Q8BHY3;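 active = fluorescence-ratio B-score plate-corrected deviation score at least 3 library SD below zero, with starting fluorescence score within 5 deviations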;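 note: channel opened by trigger with iodide after compound preincubation; score built on the fluorescence ratio of max minus min over baseline; more negative score means more quench and so TMEM16A activation or potentiation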
MrgX1 antagonist – antagonists of human MrgX1 receptor, primary screen, HEK293 cells, Fluo-4 calcium flux | Mas-related G-protein coupled receptor member X1 (Homo sapiens), Q96LB2 | BAM8-22 antagonism; hits give low values | B-score at 10 µM | hit rate 1.3% among 310,000 | AID 588676, 2011;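 active = calcium-response B-score plate-corrected more than 3 library SD below zero, starting fluorescence within 5 deviations, no agonist response on first addition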;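 note: peak minus trough fluorescence over baseline after final BAM8-22 challenge near maximal dose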
MrgX1 agonist – agonists of human MrgX1 receptor, primary screen, HEK293 cells, Fluo-4 calcium flux | hit rate 0.44% among 310,000 | B-score at 10 µM | Fluo-4 calcium fluorescence, agonist mode; hits give high values;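 active = calcium response B-score plate-corrected fluorescence ratio at least 3 library SD, with starting fluorescence B-score inside 5 SD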
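Material: MrgX1-expressing HEK293 cells / Dosing: compound as first of three additions / Incubation: overnight seeding, then 1 h dark dye loading / Signal: Fluo-4 NW calcium fluorescence / Evaluation: B-scored fluorescence response ratio / Benchmarks: positive and negative control wells on each plate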
MrgX1 allo act – positive allosteric modulators of MrgX1, primary screen, HEK293 cells, Fluo-4 calcium flux. FDSS; hits give high values. B-score at 10 µM. hit rate 0.63% among 310,000. AID 588675, 2011;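 active = plate-corrected calcium response at least 3 library SD above typical, normal starting fluorescence, not activating the receptor alone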;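 note: compound read alongside a low EC10 to EC30 dose of BAM8-22 agonist; peak minus trough fluorescence over baseline measured at the second addition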
* marks the source's active call; other numbers are inactive results; i = inactive; . = no result given.

Structure	TRPC4 act	ANO1 block	TRPC6 inh	TRPC4 block	TRPC4 PAM	SKKanGAS inh	TRPC6 act	TMEM16A act	MrgX1 antagonist	MrgX1 agonist	MrgX1 allo act
COc1cc(C2OC(=O)c3ccccc3S2)cc(OC)c1OC (centres undefined)	i	i	i	i	i	2.8	i	i	i	i	i
COC(=O)N/N=C/c1cn(CCOc2ccc(OC)cc2)c2ccccc12	i	i	i	i	i	0.0	i	.	i	i	i
CC(=O)NC(CCS(C)(=O)=O)C(=O)Nc1ccccc1 (centres undefined)	i	i	i	i	i	-1.8	i	i	i	i	i
CCN(CC)Cc1c(C(=O)OC(C)C)nnn1-c1nonc1N	i	i	i	i	i	-0.5	i	i	i	i	i
O=C(CCSc1nnc2ccccn12)Nc1ccc(F)cc1	i	i	i	i	i	-0.7	i	i	i	i	i
C/C(=N\O)c1c(C)c2ccccc2n1C	i	i	i	i	i	0.5	i	i	i	i	i
COc1ccc(N2CC(C(=O)N(C)CC(=O)Nc3ccc(Cl)c(C(F)(F)F)c3)CC2=O)c(OC)c1 (centres undefined)	i	i	i	i	i	2.4	i	i	i	i	i
O=C(NC(=S)Nc1cccc2c(O)cccc12)c1ccco1	i	i	i	i	i	10.0	i	i	i	i	i
C=CCn1c(=N)n(CC(=O)c2ccc(Br)cc2)c2ccccc21	i	i	i	i	i	-5.0	i	i	i	i	i
COc1ccc(CCN2C(=O)CS/C2=N\NC(=O)c2cccs2)cc1OC	i	i	i	i	i	-0.6	i	i	i	i	i
O=c1cc(CS(=O)(=O)c2ccccc2)nc(-c2ccncc2)[nH]1	i	i	i	i	i	3.6	i	i	i	i	i
COC(=O)c1cc2c([nH]c3ccccc32)c(C)n1	i	.	i	i	i	10.6	i	.	.	.	.
COc1ccc(N(CC(=O)Nc2ccc(C(C)C)cc2)S(=O)(=O)c2c(C)noc2C)cc1	i	i	i	i	i	7.8	i	i	i	i	i
O=C(NC1CCCC1)C(c1ccsc1)N(C(=O)Cc1cccs1)c1ccc(F)cc1 (centres undefined)	i	i	i	i	i	-2.3	i	i	i	i	i
CC(C)CCNC(=O)C(c1ccncc1)N(CC1CCCO1)C(=O)Cn1nnc(-c2ccc(F)cc2)n1 (centres undefined)	i	i	i	i	i	-0.3	i	i	i	i	i
Cc1cc(-n2nc(C)cc2C)nc(NS(=O)(=O)c2ccccc2)n1	.	i	.	.	.	.	.	i	i	i	i
COC(=O)C1=C(C)N(C)C(=O)NC1c1ccc(O)c(Cl)c1 (centres undefined)	i	i	i	i	i	0.0	i	i	i	i	i
CCOC(=O)c1nnn(-c2nonc2N)c1-c1ccc(OC)cc1	i	i	i	i	i	-2.1	i	i	i	i	i
O=C(Nc1cccc(-n2cccn2)c1)C1CCCN(Cc2ccccc2F)C1 (centres undefined)	i	i	i	i	i	-0.1	i	i	i	i	i
Cc1[nH]c2ccccc2c1C(Nc1nccs1)c1ccncc1 (centres undefined)	i	i	i	i	i	1.5	i	i	i	i	i
CC(C)(C)C(=O)N(CCN(C(=O)C(C)(C)C)c1ccccc1)c1ccccc1	i	i	i	i	i	0.7	i	i	i	i	i
CN(C)CCNC(=O)c1cccc(S(=O)(=O)Nc2ccc(F)cc2)c1	i	i	i	i	i	-0.2	i	i	i	i	i
O=C(Nc1scc(-c2ccc(Br)cc2)c1C(=O)O)c1ccccc1F	i	i	-5.26*	i	i	78.3*	i	i	i	i	i
COc1ccc2oc(-c3cccc(NC(=O)CSc4ccc(Cl)cc4)c3)nc2c1	i	i	i	i	i	26.4	i	i	i	i	i
CN(C)C(CN1C(=O)C2CC=CCC2C1=O)c1cn(C)c2ccccc12 (centres undefined)	i	i	i	i	i	-2.3	i	i	i	i	i
CC(=O)c1ccc(NCCC(=O)c2ccccc2)cc1	i	i	i	i	i	-7.2	i	i	i	i	i
O=C(NCCCN1CCCC1=O)Nc1ccccc1F	i	i	i	i	i	-10.3	i	i	i	i	i
COc1ccc(C(=O)NCCONC(=O)c2ccc(OC)cc2)cc1	i	i	i	i	i	-0.5	i	i	i	i	i
Cn1cc(CCC(=O)NC2CC(C)(C)Cc3c2cnn3-c2ccc(F)cc2)cn1 (centres undefined)	i	.	i	i	i	-4.6	i	i	.	.	.
COc1ccc(CC(=O)Nc2ccc(S(=O)(=O)NCC3CCCO3)cc2)cc1 (centres undefined)	i	i	i	i	i	4.2	i	i	i	i	i
COc1cccc(C2C(C(=O)c3ccc(C)o3)=C(O)C(=O)N2CCN2CCOCC2)c1 (centres undefined)	i	i	i	i	i	-3.0	i	i	i	i	i
O=C(CCNC(=O)c1ccco1)Nc1ccc(F)c(Cl)c1	i	i	i	i	i	-2.2	i	i	i	i	i
COc1cc(NC(=O)CSc2nnc(C)s2)cc(OC)c1	i	i	i	i	i	-0.3	i	i	i	i	i
COc1ccccc1NC(=O)CCC(=O)Nc1nnc(C(F)(F)F)s1	i	i	i	i	i	-9.6	i	i	i	i	i
CC(C)(C)NC(=O)CSc1nnc(-c2ccco2)n1Cc1ccco1	i	i	i	i	i	-11.0	i	i	i	i	i
Cc1c(NC(=O)COC(=O)c2cc(-c3ccc(-c4ccccc4)cc3)nc3ccccc23)c(=O)n(-c2ccccc2)n1C	i	i	i	i	i	44.5	i	i	i	i	i
CCOC(=O)CNC(=O)c1sc(NC(=O)c2ccccc2)nc1C	i	i	i	i	i	-1.6	i	i	i	i	i
CC1=CCC2C(=O)N(c3cc(C)on3)C(=O)C2C1 (centres undefined)	i	i	i	i	i	-13.2	i	i	i	i	i
COc1cccc(C(=O)OCC(=O)NC(=O)NC2CCCC2)c1O	i	i	i	i	i	-5.7	i	i	i	i	i
Cc1ccc(NC(=O)CN(C)C(=O)COc2cc(F)ccc2[N+](=O)[O-])cc1	i	i	i	i	i	-3.2	i	i	i	i	i
COc1ccc(C(CC(=O)N2CCCC(C)C2)c2c(O)cc(OC)cc2OC)cc1 (centres undefined)	i	i	i	i	i	-1.8	i	i	i	i	i
CN1CCN(c2ccc(NC(=O)c3ccc4c(c3)OCCO4)cc2)CC1	i	i	i	i	i	0.2	i	i	i	i	i
CCC(=O)Nc1ccc2c(c1)C(=O)N(C1CCCCC1)C2=O	i	i	i	i	i	-2.2	i	i	i	i	i
Cc1ccc(CSc2nnc(-c3ccco3)n2N)cc1	i	i	i	i	i	-8.5	i	i	i	i	i
O=C(N/N=C/c1cn(-c2cccs2)nc1-c1ccccc1)c1ccc(O)cc1	i	i	i	i	i	15.4	i	i	i	i	i
CCC(=O)Nc1cccc(-c2nc3ncccc3o2)c1C	i	i	i	i	i	-3.8	i	i	i	i	i
CCOc1ccc(C(=O)NCC2CCCO2)cc1OCC (centres undefined)	i	i	i	i	i	3.2	i	i	i	i	i
CCn1c(=O)n(CCc2ccccc2)c(=O)c2c3c(sc21)CCCC3	i	i	i	i	i	-1.0	i	i	i	i	i
O=C(c1cccnc1)N1CCN(S(=O)(=O)c2cccs2)CC1	i	i	i	i	i	-3.8	i	i	i	i	i
CCOC(=O)c1c(C)oc2ccc(NS(=O)(=O)c3cccs3)cc12	i	i	i	i	i	2.4	i	i	i	i	i
CC(=O)Nc1nnc(SCC(=O)Nc2nc(C)cs2)s1	i	i	i	i	i	12.3	i	i	i	i	i
Cc1csc2nc(O)c(C(=O)NCCCc3ccccc3)c(=O)n12	i	i	i	i	i	35.1	i	i	i	i	i
Cc1cc(C)c(OCC(=O)Nc2cc(C(=O)O)cc(C(=O)O)c2)cc1C	i	i	i	i	i	-6.7	i	i	i	i	i
Cc1cccc(NC(=O)CSC2=NN3CCCC(=O)N=C3S2)c1C	i	i	i	i	i	-0.1	i	i	i	i	i
CCc1ccc(NC(=O)CCc2nnc3ccc(N4CCCC4)nn23)cc1	i	i	i	i	i	8.6	i	i	i	i	i
O=C(Nc1ccccc1)C1=C[C@H](c2csc3ccccc23)C[C@H](OCCCCO)O1	i	i	i	i	i	22.5	i	i	i	i	i
OC1(c2ccccc2)CNCCc2ccccc21 (centres undefined)	i	i	i	i	i	-1.6	i	i	i	i	i
O=C(Nc1cccc2ncccc12)c1ccc(OCc2ccccc2)cc1	i	i	i	i	i	-3.6	i	i	i	i	i
COc1cc2c(cc1NC(=O)COC(=O)[C@@H](NC(=O)c1ccccc1)C(C)C)oc1ccccc12	i	i	i	i	i	30.8	i	i	i	i	i
O=C(NCc1ccccc1)NC1CCS(=O)(=O)C1 (centres undefined)	i	i	i	i	i	6.5	i	i	i	i	i
